GSTO1 inh – inhibitors of recombinant GSTO1, primary screen, counter-screen for RBBP9 inhibitor project, biochemical, fluorescence polarization; AID 1974, 2009; activity-based probe fluorescence polarization; inhibition, % at 5.96 µM; Glutathione S-transferase omega-1 (Homo sapiens), P78417; hit rate 1.1% among 300,000;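 active = inhibition above the campaign mean inhibition plus 3 SD, cut at about 35% in these data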;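 also: 0% = GSTO1-1 with DMSO and 100% = wells lacking GSTO1-1 enzyme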
LYPLA1 inh – LYPLA1 inhibitors, primary screen, counter-screen for PME1 inhibitor project, biochemical, fluorescence polarization, FP-Rh probe ABPP; recombinant LYPLA1; inhibition, % at 5.9 µM; AID 2174, 2009; hit rate 0.16% among 320,000;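 active = inhibition above the mean of all tested compounds plus 3 SD, set per campaign, cut at about 14% in these data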;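 also: inhibitors block serine hydrolase probe labeling of LYPLA1 so polarization falls; 0% = enzyme with DMSO and 100% = wells lacking LYPLA1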
pPAFAH inh – pPAFAH enzyme inhibitors, primary screen, biochemical, fluorescence polarization, human; recombinant pPAFAH, FP-rhodamine probe fluorescence polarization; Platelet-activating factor acetylhydrolase (Homo sapiens), Q13093; hit rate 1.5% among 330,000; inhibition, % at 3.39 µM; AID 463082, 2010;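 active = inhibition above the mean inhibition across the screen plus 3 SD, cut at about 25% in these data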;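 also: inhibitors block binding of the rhodamine activity-based probe so polarization drops; 0% = enzyme with DMSO and 100% = wells lacking pPAFAH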
LYPLA2 counter – LYPLA2 inhibitors, primary screen, counter-screen for PME1 inhibitor project, biochemical, fluorescence polarization, FP-Rh probe ABPP; Acyl-protein thioesterase 2 (Homo sapiens), O95372; recombinant LYPLA2; inhibition, % at 5.9 µM; hit rate 0.38% among 320,000;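 active = inhibition above the screen-wide mean plus 3 SD, limit set per campaign, cut at about 26% in these data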;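 also: 0% = LYPLA2 with DMSO and 100% = wells lacking LYPLA2 enzyme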
Target sequence (O95372 whole entry, looked up): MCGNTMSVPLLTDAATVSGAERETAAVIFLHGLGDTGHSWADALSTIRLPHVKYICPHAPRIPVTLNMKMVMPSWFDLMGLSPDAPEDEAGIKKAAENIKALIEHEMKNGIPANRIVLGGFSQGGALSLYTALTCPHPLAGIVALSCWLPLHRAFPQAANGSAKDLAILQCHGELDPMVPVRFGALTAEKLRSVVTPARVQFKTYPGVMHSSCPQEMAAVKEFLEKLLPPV
PAD4 FP inh – human PAD4 inhibitors, primary screen, biochemical, fluorescence polarization, 1536-well format; recombinant PAD4, RCA probe fluorescence polarization; inhibition, % at 6.36 µM; hit rate 0.41% among 330,000; AID 485272, 2010;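 active = percent inhibition above a cutoff equal to the mean of all tested compounds plus 3 SD, cut at about 15% in these data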;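 also: 0% = PAD4 with RCA probe and DMSO and 100% = probe without PAD4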
PME-1 primary – PME-1 inhibitors via competitive probe labeling, primary screen, biochemical, fluorescence polarization, FP-Rh probe, HTS | Protein phosphatase methylesterase 1 (Homo sapiens), Q9Y570 | recombinant PME-1 | inhibition, % at 5.9 µM | hit rate 0.53% among 320,000;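 active = inhibition above the campaign mean of all compounds plus 3 SD, cut at about 26% in these data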;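 also: competitive labeling of PME-1 active site by serine hydrolase directed probe; 0% = PME-1 with DMSO and 100% = wells lacking PME-1 enzyme; inhibitors block probe labeling so polarization falls and inhibition rises; many of its hits are not listed in these tables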
PAFAH1B2 FP inh – PAFAH1B2 enzyme inhibitors, primary screen, biochemical, fluorescence polarization, human | hit rate 1.2% among 340,000 | AID 492953, 2010 | inhibition, % at 3.39 µM | Platelet-activating factor acetylhydrolase IB subunit alpha2 (Homo sapiens), P68402 | recombinant PAFAH1B2, FP-rhodamine activity probe;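 active = inhibition above the mean of all tested compounds plus 3 SD, cut at about 24% in these data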;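 also: 0% = enzyme with DMSO and 100% = wells lacking PAFAH1B2; many of its hits are not listed in these tables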
PAFAH1B3 inh – PAFAH1B3 enzyme inhibitors, primary screen, biochemical, fluorescence polarization, human; Platelet-activating factor acetylhydrolase IB subunit alpha1 (Homo sapiens), Q15102; recombinant PAFAH1B3, FP-rhodamine probe; inhibition, % at 3.39 µM; hit rate 0.28% among 340,000;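 active = inhibition above the screen-wide average of all tested compounds plus 3 SD, cut at about 25% in these data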;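 also: 0% = enzyme with DMSO only and 100% = wells lacking PAFAH1B3 protein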
PREPL inhibitor – PREPL enzyme inhibitors, primary screen, biochemical, fluorescence polarization; Prolyl endopeptidase-like (Homo sapiens), Q4J6C6; recombinant PREPL, fluorescence polarization activity-based probe; inhibition, % at 5.96 µM; hit rate 0.68% among 320,000; in the data active = inhibition above about 43%;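 also: 0% = enzyme with DMSO and 100% = wells lacking enzyme; many of its hits are not listed in these tables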
Target sequence (Q4J6C6 whole entry, looked up): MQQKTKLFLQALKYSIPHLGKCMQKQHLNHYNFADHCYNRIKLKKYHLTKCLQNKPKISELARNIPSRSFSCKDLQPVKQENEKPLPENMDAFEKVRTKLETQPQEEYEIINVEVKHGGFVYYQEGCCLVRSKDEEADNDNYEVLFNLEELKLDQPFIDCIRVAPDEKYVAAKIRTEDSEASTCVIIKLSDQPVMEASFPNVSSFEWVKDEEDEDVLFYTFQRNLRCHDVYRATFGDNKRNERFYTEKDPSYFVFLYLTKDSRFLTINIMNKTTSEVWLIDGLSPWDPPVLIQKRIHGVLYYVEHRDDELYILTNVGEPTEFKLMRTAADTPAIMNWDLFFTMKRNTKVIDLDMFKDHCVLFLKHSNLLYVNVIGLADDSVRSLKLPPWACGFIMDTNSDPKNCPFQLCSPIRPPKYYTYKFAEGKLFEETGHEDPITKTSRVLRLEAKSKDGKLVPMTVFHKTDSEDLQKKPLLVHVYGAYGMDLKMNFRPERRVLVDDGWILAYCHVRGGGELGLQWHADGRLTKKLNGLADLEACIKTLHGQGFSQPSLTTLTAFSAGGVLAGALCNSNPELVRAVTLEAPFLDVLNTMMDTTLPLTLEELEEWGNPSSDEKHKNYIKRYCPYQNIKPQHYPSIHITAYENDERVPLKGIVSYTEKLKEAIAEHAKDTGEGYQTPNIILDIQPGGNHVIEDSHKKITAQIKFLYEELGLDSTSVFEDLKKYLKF
* marks the source's active call; other numbers are inactive results; nt = not tested or not shown.

no. | Compound | GSTO1 inh | LYPLA1 inh | pPAFAH inh | LYPLA2 counter | PAD4 FP inh
1 | COc1ccc([C@@H]2[C@@H]3C(=O)N(C(C)(C)C)C(=O)[C@@H]3[C@]3(C)C(=O)N(c4cccc(Br)c4)C(=O)N23)cc1 | 2 | -2 | 7 | 5 | -1
2 | CN(C)/C=C(\C#N)C(=O)Nc1ccc(O)cc1F | 5 | 1 | 0 | 3 | -5
3 | COc1ccccc1C(=O)C1CCCN(Cc2ccc(Oc3ncccn3)cc2)C1 (configuration not stated) | 1 | 3 | 1 | -4 | 4
4 | Cn1nnnc1SC1CC(=O)N(c2ccccc2)C1=O (configuration not stated) | 9 | 5 | 3 | 5 | -3
5 | O=C(NCc1cccc(Cl)c1)C1CCC(=O)N(CC2CCCCC2)C1 (configuration not stated) | 2 | -1 | -8 | -1 | -5
6 | COc1ccc(NC(=O)CSC2CC(=O)N(c3ccc4c(c3)OCCO4)C2=O)cc1 (configuration not stated) | -1 | -1 | 0 | -4 | -1
7 | CCOc1ccccc1C(=O)NCC(=O)OCC(=O)N1C(C)CCCC1C (configuration not stated) | 2 | 2 | -1 | 2 | 4
8 | O=C(Nc1ccccc1C(F)(F)F)N1CCN(c2ccc3nnc(-c4ccc(F)cc4)n3n2)CC1 | -2 | 0 | -3 | 3 | 0
9 | Cc1nnc(SCc2c(Cl)cccc2[N+](=O)[O-])s1 | -1 | 1 | -3 | 3 | -3
10 | O=c1cc(CN2CCN(Cc3ccccc3)CC2)c2cc(O)ccc2o1 | 1 | 0 | -8 | 5 | -1
11 | CCC(C)NC(=O)C1(C)CCC(=O)N1Cc1ccccc1OC (configuration not stated) | 5 | 0 | -2 | -2 | -2
12 | Cc1ccc(SCC(=O)NC2CC2)cc1 | -1 | 0 | 3 | 3 | 1
13 | O=C(NCc1ccc2c(c1)OCO2)c1c(F)c(F)c(F)c(F)c1F | 2 | -2 | 9 | -1 | 3
14 | O=C(CN1CCCC1)OCCCc1ccccc1 | 1 | -2 | 7 | -1 | -1
15 | O=C(COC(=O)c1n[nH]c2ccccc12)Nc1ccccc1F | nt | nt | -11 | nt | 5

no. | PME-1 primary | PAFAH1B2 FP inh | PAFAH1B3 inh | PREPL inhibitor
1 | 4 | -1 | -4 | -8
2 | 4 | 4 | 8 | 9
3 | 5 | -4 | 7 | 1
4 | -3 | 1 | 3 | -6
5 | 5 | -1 | -3 | 0
6 | -3 | -1 | 7 | -7
7 | 5 | 6 | 4 | -2
8 | -1 | 1 | -5 | -3
9 | -1 | 0 | -8 | 8
10 | -11 | 6 | 9 | 5
11 | 2 | -3 | 5 | 9
12 | -12 | 13 | 14 | -1
13 | -6 | 2 | 8 | -2
14 | -1 | 4 | 4 | 11
15 | nt | 4 | -5 | 6

Later entries:
no. | Compound | GSTO1 inh | LYPLA1 inh | pPAFAH inh | LYPLA2 counter | PAD4 FP inh
16 | CCc1cccc(C)c1NC(=S)N(Cc1cccnc1)Cc1ccco1 | 3 | 2 | 6 | 3 | 0
17 | O=C(Nc1ccc(NC(=O)c2cccnc2Cl)cc1)c1cccc(Cl)c1 | 0 | -2 | 2 | -3 | -1
18 | O=C(Nc1cccnc1Cl)c1cc(-c2ccc(F)cc2)on1 | -1 | -3 | -2 | -4 | 1
19 | COc1ccc(CN(C(=O)c2oc3cc(C)ccc3c2C)C2CCS(=O)(=O)C2)cc1OC (configuration not stated) | -6 | -5 | 0 | 0 | 2
20 | CCN(CC)C(=O)C[n+]1cccc(C(N)=O)c1 | -3 | -4 | 1 | 4 | -1
21 | COc1cc(C(CC(=O)N2CCOCC2)c2c(OC)cc(OC)c3ccc(=O)oc23)cc(OC)c1OC (configuration not stated) | -1 | -1 | 2 | 1 | -1
22 | COCCN(C(=O)COC(=O)Cc1coc2cc(C)ccc12)c1c(N)n(Cc2ccccc2)c(=O)[nH]c1=O | 3 | 0 | 8 | -2 | 0
23 | CCOc1cc(C)c(S(=O)(=O)Nc2ccc3cn[nH]c3c2)cc1C | -8 | -6 | -4 | -8 | -2
24 | CC1CN(C(=O)COC(=O)c2ccc(NC(=O)CC#N)cc2)CC(C)O1 (configuration not stated) | 0 | 0 | 1 | 1 | 3
25 | C/C(=N\NC(=O)C1CCCC1)c1ccc(C(C)C)cc1 | -1 | 4 | 1 | -4 | -2
26 | Cc1ccc(C(=O)OCC(=O)NC(=O)c2ccccc2)o1 | 13 | 3 | 6 | 4 | -2
27 | Cc1c2c(nc3ccccc13)CCC(C(C)(C)C)C2 (configuration not stated) | -10 | -2 | -2 | -11 | -18
28 | COc1ccccc1C(=O)Nc1ccc(C)cc1C(=O)c1ccccc1 | 4 | -2 | 1 | 5 | -2
29 | COc1ccc(S(=O)(=O)Nc2cccc(/C=C/C(=O)O)c2)cc1 | -5 | 0 | 5 | 4 | 3
30 | COc1cccc(OCC(O)CN2C(C)CCCC2C)c1 (configuration not stated) | -1 | -2 | -2 | -7 | 3

no. | PME-1 primary | PAFAH1B2 FP inh | PAFAH1B3 inh | PREPL inhibitor
16 | 3 | -3 | 0 | 2
17 | -7 | 2 | 12 | 4
18 | -2 | -1 | 4 | 1
19 | 4 | 2 | 6 | -8
20 | -3 | 1 | 5 | 2
21 | -1 | 3 | -1 | 3
22 | -3 | 3 | -3 | 3
23 | -5 | -4 | 0 | -21
24 | -10 | 4 | -2 | -11
25 | 2 | 6 | 8 | 0
26 | -7 | 2 | 1 | 0
27 | -4 | 5 | 11 | -13
28 | 8 | -10 | 7 | -3
29 | -5 | 8 | 12 | 8
30 | -1 | 3 | -2 | 5

The results go on:
no. | Compound | GSTO1 inh | LYPLA1 inh | pPAFAH inh | LYPLA2 counter | PAD4 FP inh
31 | COc1cccc(OC(=O)N2CCOCC2)c1 | 17 | 12 | 3 | 4 | 6
32 | CC(=O)c1cc(C(=O)c2ccccc2)sc1Nc1ccccc1 | -9 | -1 | 13 | 3 | 4
33 | COC(=O)c1ccc(NC(=O)CSc2ccccn2)cc1 | 2 | -1 | 2 | 0 | -5
34 | Cc1nn(-c2ccccc2[N+](=O)[O-])c(=O)c2ccccc12 | 0 | 0 | 10 | 5 | -6
35 | COCCn1c(SCC(=O)Nc2cccc(F)c2)nc2c([nH]c3ccccc32)c1=O | 4 | -2 | 3 | 0 | 1
36 | CC(C)[C@@H](N)C(=O)N/N=C/c1ccc2ncccc2c1 | 8 | 0 | 1 | 3 | 0
37 | C/C(=N\Nc1ccc(C)c(Cl)c1)c1cccnc1 | 2 | 6 | 9 | 6 | 0
38 | Fc1ccc(CNC(=S)Nc2cccc(C(F)(F)F)c2)cc1 | -5 | -6 | 1 | -3 | -3
39 | Cc1ccc(CNc2cnccn2)cc1 | -6 | 0 | 0 | -4 | 1
40 | CCOC(=O)N1CCC(N2CCN(S(=O)(=O)CC)CC2)CC1 | 3 | 1 | 4 | 4 | -6
41 | COc1ccc(CNC(=S)NCc2ccc(F)cc2)cc1OC | 2 | 0 | -1 | 0 | 4
42 | CC(C)Oc1ccccc1C1(c2ccccc2)NC(=O)NC1=O (configuration not stated) | 1 | -1 | 7 | 4 | -2
43 | O=C(CSc1nc(-c2ccc(Cl)cc2)cs1)Nc1cccc([N+](=O)[O-])c1 | -7 | -27 | -12 | -36 | -5
44 | O=C(CCNS(=O)(=O)c1ccc(Br)cc1)NCc1ccc(Cl)cc1 | 7 | -2 | 1 | 6 | -2
45 | Cn1c(=O)c2c(nc(Oc3ccc(-c4ccccc4)cc3)n2C)n(C)c1=O | -1 | 0 | 5 | -2 | -4

no. | PME-1 primary | PAFAH1B2 FP inh | PAFAH1B3 inh | PREPL inhibitor
31 | 1 | 9 | 1 | 1
32 | -2 | -2 | 8 | 6
33 | 3 | -2 | 12 | 6
34 | 4 | 6 | 3 | 8
35 | 5 | -2 | 2 | 4
36 | 2 | 4 | -6 | -3
37 | 7 | 3 | 10 | 27
38 | -8 | -3 | -10 | -12
39 | -5 | 5 | -3 | -5
40 | -3 | 2 | 2 | 2
41 | 2 | 4 | 5 | -3
42 | -7 | 7 | 6 | -27
43 | -49 | -27 | -45 | -35
44 | 8 | 21 | 5 | -34
45 | -3 | 1 | 1 | 17

Continuation.
no. | Compound | GSTO1 inh | LYPLA1 inh | pPAFAH inh | LYPLA2 counter | PAD4 FP inh
46 | COc1cc(SC)ccc1C(=O)Nc1ccccc1 | -3 | 2 | 3 | 5 | -1
47 | C/C(=C/C(=O)O)C(=O)Nc1cccc(C(F)(F)F)c1 | -1 | 1 | -1 | 2 | 0
48 | Cc1cc(Nc2ccccc2)n(-c2ccc(Br)cc2)n1 | 4 | -4 | 2 | -2 | -3
49 | COc1cc(C)c(S(=O)(=O)NOCc2ccc([N+](=O)[O-])cc2)c(C)c1C | 5 | 1 | -4 | -2 | 5
50 | N#CCC(=O)N/N=C/c1cn(Cc2ccc(Cl)cc2Cl)c2ccccc12 | 1 | -7 | 0 | -9 | -3
51 | Cc1c(NS(=O)(=O)c2ccc(S(=O)(=O)c3ccccc3)s2)c(=O)n(-c2ccccc2)n1C | 9 | -1 | 7 | 2 | 0
52 | C[C@H](NC(N)=O)C(=O)OCC(=O)Nc1ccc(OC(F)F)cc1 | 7 | 5 | 4 | 7 | 4
53 | COC(=O)c1cccc(NC(=O)CCc2ccccc2)c1 | 2 | -4 | 3 | -1 | -4
54 | Cc1ccc(C)c(NC(=S)N2CCN(c3ccccn3)CC2)c1 | 4 | 1 | 4 | 3 | 0

no. | PME-1 primary | PAFAH1B2 FP inh | PAFAH1B3 inh | PREPL inhibitor
46 | 2 | 1 | 9 | 0
47 | 2 | 0 | 2 | -3
48 | 0 | 1 | 8 | 7
49 | 3 | -1 | 3 | 13
50 | -5 | -1 | -3 | 20
51 | 3 | 16 | -2 | 1
52 | 0 | 3 | 8 | -2
53 | -103 | 7 | -7 | -1
54 | -1 | 2 | 2 | 8

Five compounds picked at random from the list so far:
no. | Compound | GSTO1 inh | LYPLA1 inh | pPAFAH inh | LYPLA2 counter | PAD4 FP inh
51 | Cc1c(NS(=O)(=O)c2ccc(S(=O)(=O)c3ccccc3)s2)c(=O)n(-c2ccccc2)n1C | 9 | -1 | 7 | 2 | 0
53 | COC(=O)c1cccc(NC(=O)CCc2ccccc2)c1 | 2 | -4 | 3 | -1 | -4
50 | N#CCC(=O)N/N=C/c1cn(Cc2ccc(Cl)cc2Cl)c2ccccc12 | 1 | -7 | 0 | -9 | -3
54 | Cc1ccc(C)c(NC(=S)N2CCN(c3ccccn3)CC2)c1 | 4 | 1 | 4 | 3 | 0
47 | C/C(=C/C(=O)O)C(=O)Nc1cccc(C(F)(F)F)c1 | -1 | 1 | -1 | 2 | 0

no. | PME-1 primary | PAFAH1B2 FP inh | PAFAH1B3 inh | PREPL inhibitor
51 | 3 | 16 | -2 | 1
53 | -103 | 7 | -7 | -1
50 | -5 | -1 | -3 | 20
54 | -1 | 2 | 2 | 8
47 | 2 | 0 | 2 | -3

This is a subset; the hit share may differ from the screen's.
